STAT1 blocker – STAT1 signaling inhibitors, primary screen, cell-based, HTS, luciferase reporter; 200,000 compounds, 0.35% hits; inhibition, % at 5.5 µM; NIH 3T3 STAT1-luciferase reporter, IFN-gamma, luminescence;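 active = inhibition above a set limit, the mean inhibition across all tested compounds plus 3 SD, cut at about 34% in these data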;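 also: 0% = IFN-gamma with DMSO and 100% = IFN-gamma with 300 µM nifuroxazide; values of inactives mirror those of a sister screen read the other way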
STAT3 inh – IL-6 driven STAT3 reporter inhibitors, primary screen, U3A cells, luciferase, luminescence, MLSCN library; IL-6 STAT3-luciferase reporter; host cell line lacks STAT1; inhibition, % at 5.5 µM; 190,000 compounds, 0.89% hits; AID 862, 2007;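 active = inhibition above the mean inhibition across all screened compounds plus 3 SD, cut at about 44% in these data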;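 also: 0% = DMSO only wells and 100% = 100 µM nifuroxazide control wells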
STAT1 act – STAT1 signaling activators, primary screen, cell-based, HTS, luciferase reporter; NIH 3T3 STAT1-luciferase reporter, IFN-gamma, luminescence; 100% = IFN-gamma alone, no compound; activation (% of control), % at 5.5 µM; 200,000 compounds, 2.6% hits; AID 932, 2007;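 active = activation above the screen-wide mean activation plus 3 SD, cut at about 130% in these data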;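 also: raw ratio to IFN-gamma control signal so 100% means no change and 0% no light; values of inactives mirror those of a sister screen read the other way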
APP 5'UTR act – activators of APP 5'UTR luciferase reporter, primary screen, SH-SY5Y cells. 190,000 compounds, 1% hits. activation, % at 2 µM. AID 1276, 2008. SH-SY5Y APP 5'UTR luciferase reporter, luminescence; zero percent = DMSO vehicle wells;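 active = activation above a set limit, based on mean plus 3 SD of controls, cut at about 140% in these data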; also: values of inactives mirror those of a sister screen read the other way
FLuc act counter – FLuc activators, initial screening, artefact control for FLuc-dependent activation tests, biochemical, ATPlite luminescence. Luciferin 4-monooxygenase (Photinus pyralis), P08659. ATPlite luciferase biochemical, 10 min; 0 = ATP-free wells, 1 = DMSO control. activation factor at 10 µM. 200,000 tested, under 10 active;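 active = luciferase activation factor, scaled between plate controls, of at least 2 with compound at 10 µM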
Target sequence (P08659 whole entry, looked up): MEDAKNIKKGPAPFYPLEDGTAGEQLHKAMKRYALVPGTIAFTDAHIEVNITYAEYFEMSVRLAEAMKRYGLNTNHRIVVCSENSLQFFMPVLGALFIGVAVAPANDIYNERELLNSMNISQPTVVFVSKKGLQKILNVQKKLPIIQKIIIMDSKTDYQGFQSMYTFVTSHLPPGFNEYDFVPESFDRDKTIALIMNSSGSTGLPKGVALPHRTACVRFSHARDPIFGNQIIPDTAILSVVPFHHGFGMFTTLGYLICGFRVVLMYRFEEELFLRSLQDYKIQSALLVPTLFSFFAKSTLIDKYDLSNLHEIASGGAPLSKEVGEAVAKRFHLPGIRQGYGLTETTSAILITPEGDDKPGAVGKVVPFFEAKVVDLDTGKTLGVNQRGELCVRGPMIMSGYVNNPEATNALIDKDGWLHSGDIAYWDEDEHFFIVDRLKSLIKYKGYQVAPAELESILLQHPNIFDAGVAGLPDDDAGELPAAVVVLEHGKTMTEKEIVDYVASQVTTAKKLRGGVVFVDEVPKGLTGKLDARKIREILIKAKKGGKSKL
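test system = cell-free luciferase reagent | medium = PBS as buffer for the ATP substrate | dosing = test compounds dosed from 2 mM stocks in 100% DMSO | incubation = 10 min at ambient temperature | detection = luminescence measurement of luciferase light output | benchmarks = low control with PBS replacing ATP, high control enzyme plus ATP without compound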
ROMK primary – ROMK potassium channel modulators, primary screen, cell-based, thallium flux, MLSMR library. B-score at 10 µM. 130,000 compounds, 2% hits. Tet-inducible ROMK, thallium flux fluorescence; actives lie on both sides. ATP-sensitive inward rectifier potassium channel 1 (Homo sapiens), P48048;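 active = signal ratio slope over the read window, or its plate-corrected B-score, at least 3 SD from the plate mean, either direction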;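 also: B-score of the F/F0 ratio slope over 7 to 12 s after thallium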
Target sequence (P48048 whole entry, looked up): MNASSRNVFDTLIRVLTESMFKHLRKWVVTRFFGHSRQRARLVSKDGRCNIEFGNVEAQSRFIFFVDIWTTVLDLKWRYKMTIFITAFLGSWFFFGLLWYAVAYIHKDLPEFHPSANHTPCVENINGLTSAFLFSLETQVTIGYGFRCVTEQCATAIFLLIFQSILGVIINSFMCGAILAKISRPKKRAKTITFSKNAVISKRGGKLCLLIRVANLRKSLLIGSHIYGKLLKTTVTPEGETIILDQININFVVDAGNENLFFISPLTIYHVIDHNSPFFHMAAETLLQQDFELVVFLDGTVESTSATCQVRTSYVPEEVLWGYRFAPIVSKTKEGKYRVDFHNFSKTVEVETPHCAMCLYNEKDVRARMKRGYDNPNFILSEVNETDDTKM
NF-kB expr up – activators of NF-kB expression in neurons, primary screen, cell-based, HTS. 190,000 compounds, 1.6% hits. AID 1239, 2008. human neuronal cells, NF-kB reporter expression; stronger effect = higher value. fold change at 12.5 µM; in the data active = fold change above about 3.3
STAT3 activator – IL-6 driven STAT3 reporter potentiators, primary screen, U3A cells, luciferase, luminescence, MLSCN library | 190,000 compounds, 0.91% hits | activation (% of control), % at 5.6 µM | IL-6 STAT3-luciferase reporter; 100% = signal with IL-6 EC80 alone;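 active = activation above the screen-wide mean of compound activation plus 3 SD, cut at about 130% in these data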;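 also: 0% = background luminescence of wells with medium and substrate only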
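Assay system – human STAT1-deficient U3A cells with stable STAT3-luciferase reporter · Also added – IL-6 (33 ng/mL) · Schedule – compound 1 h, then IL-6 6 h at 37 °C · Technique – reporter luminescence signal · Evaluation – % activation versus median of IL-6-stimulated wells · Benchmarks – IL-6-only wells as 100% reference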
APP transl inh – inhibitors of APP translation via 5'UTR reporter, primary screen, APP 5'UTR luciferase, SH-SY5Y cells. SH-SY5Y APP 5'UTR-luciferase reporter, luminescence. inhibition, % at 2 µM. 190,000 compounds, 0.82% hits. AID 1285, 2008;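 active = inhibition above a set limit, derived from the sample mean plus 3 SD, cut at about 45% in these data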; also: values of inactives mirror those of a sister screen read the other way
FLuc inhib CS – firefly luciferase enzyme inhibitors, primary screen, artefact control for luciferase-based inhibitor screens, biochemical, luminescence, ATPLite; Luciferin 4-monooxygenase (Photinus pyralis), P08659; 10 min; inhibition, % at 10 µM; 200,000 compounds, 1.5% hits;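 active = inhibition above about 50% when tested at 10 µM, limit read from the data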
Active calls of the source: *; . = not tested or not shown.

Under each structure: NF-kB expr up	APP 5'UTR act	FLuc act counter	FLuc inhib CS	STAT1 blocker	STAT3 inh	APP transl inh	STAT1 act	STAT3 activator	ROMK primary
- CCC(=O)NC(=S)N1CCN(c2ccc([N+](=O)[O-])cc2Cl)CC1
  1.01	-10.0	1.1	-6.4	-3.6	12.8	10.0	103.3	92.6	.
- CCOC(=O)c1cnc(-n2nc(C)cc2C)nc1NC1CCCCC1
  0.56	5.2	1.1	-5.2	11.6	35.1	-5.2	89.5	72.2	-4.68*
- Cn1c(SCC#N)nnc1-c1ccc2c(c1)OCO2
  1.36	-1.5	1	-1.6	1.2	8.4	1.5	98.9	96.0	0.805
- c1cncc(CSc2nnc3ccc(-c4ccco4)nn23)c1
  1.01	1.3	1	-4.0	-3.4	8.8	-1.3	102.8	95.9	-0.0281
- Cc1ccc(Cn2ccc(NC(=O)c3cc(-c4ccc(Cl)cc4)on3)n2)cc1
  1.1	-7.3	1	-3.9	3.9	0.1	7.3	96.5	104.2	1.02
- Cc1ccc(C2C3=C(CC(C)(C)CC3=O)Nc3n[nH]c(C)c32)cc1 (configuration not stated)
  0.55	23.6	1	-1.8	2.9	16.8	-23.6	97.4	91.0	.
- Fc1ccc(-c2[nH]ncc2-c2nnnn2-c2ccccc2)c(F)c1
  1.07	-11.0	1	-1.3	-5.3	9.1	11.0	104.7	98.8	0.38
- Fc1cccc(-c2cc3nc4c(c(NCc5ccco5)n3n2)CCCC4)c1
  4.6*	165.8*	0.7	26.0	-47.5	15.1	-165.8	142.8*	92.5	-0.971
- Cc1cnc(C(=O)OCC(=O)N2CCc3ccccc32)cn1
  1.11	3.0	1	-2.4	4.5	-0.6	-3.0	94.5	106.5	-1.9
- CCOc1ccc(C(=O)NCCN2CCCC2)cc1
  1.07	25.1	1	1.9	-6.3	6.3	-25.1	104.3	98.3	-0.569
- Cc1ccc(C(=O)Oc2csc(=S)n2C(=O)c2ccc(C)cc2)cc1
  1.41	3.7	1	-0.2	4.8	1.0	-3.7	95.6	100.5	.
- CC(C(N)=O)N1C(=O)C2C3C=CC(C3)C2C1=O (configuration not stated)
  1.29	18.0	1.1	-5.2	-2.2	6.5	-18.0	102.0	99.5	.
- CC(C)(C)c1ccc(C(=O)NC(=S)NCc2cccnc2)cc1
  0.75	-2.9	0.9	9.6	-9.8	19.8	2.9	108.6	86.2	-1.25
- CCCCC[C@H](O)/C=C/[C@@H]1[C@@H](C/C=C\CCCC(=O)O)[C@H]2CO[C@@H]1C2
  0.92	-11.0	1.1	-6.8	5.2	-9.7	11.0	95.2	110.7	.
- Cc1cccc(C)c1NC(=S)N(Cc1ccco1)C1CCN(C(C)C)CC1
  1.13	13.4	1	3.6	-1.6	12.6	-13.4	101.5	90.2	.
- CCOc1cc(C(=O)Nc2ccc(NC(C)=O)cc2)ccc1OCC(=O)N1CCCCC1
  0.44	-6.5	1	-1.2	19.0	21.7	6.5	82.8	84.0	0.00342
- CCCCC(=O)NCCc1cc2c(OC)ccc(OC)c2[nH]c1=O
  1.01	-15.5	1.1	-5.3	-4.8	27.2	15.5	104.4	79.6	.
- Cc1ccc(OCC(=O)Nc2ccc3c4c(cccc24)CC3)c(C)c1
  1.12	-2.3	1	-3.0	0.9	10.7	2.3	99.2	92.7	.
- COC(=O)c1ccc(C(=O)OC)c(NC(=S)N2CCN(c3ccccc3F)CC2)c1
  0.76	-6.9	1	-2.3	4.3	-5.0	6.9	98.1	102.0	0.449
- Cc1nn(-c2ccccc2)cc1C(=S)Nc1ccccc1
  2.57	41.1	1	3.2	-23.5	8.8	-41.1	121.3	95.4	-0.436

Single values from the entries so far.
`Cc1cnc(C(=O)OCC(=O)N2CCc3ccccc32)cn1` in STAT3 inh: -0.6
`Fc1ccc(-c2[nH]ncc2-c2nnnn2-c2ccccc2)c(F)c1` in FLuc inhib CS: -1.3

(list continues)
Under each structure: NF-kB expr up	APP 5'UTR act	FLuc act counter	FLuc inhib CS	STAT1 blocker	STAT3 inh	APP transl inh	STAT1 act	STAT3 activator	ROMK primary
- C=CCn1c(C)cc(-c2csc(NCC)n2)c1C
  1.17	9.6	0.8	22.2	-10.6	-3.2	-9.6	107.9	105.9	-0.557
- Cc1ccc(Nc2ncc(C(=O)NCCCN3CCN(C)CC3)c3ccccc23)cc1Cl
  0.97	-10.5	1	-1.9	-3.9	11.1	10.5	102.2	96.1	-1.04
- Cn1c(=O)[nH]c(=O)c2c1nc(Br)n2CCCSc1nc2ccccc2o1
  1.73	6.8	1.1	-8.2	4.7	11.9	-6.8	95.7	93.6	.
- CCCc1nnc(NC(=O)CN2C(=O)c3ccccc3C2=O)s1
  1.03	-3.6	0.9	5.1	3.5	0.8	3.6	96.8	100.6	.
- COc1ccc(/C=N/S(=O)(=O)c2cccs2)cc1
  1.16	2.4	1.1	-5.8	-3.0	-6.3	-2.4	102.8	102.6	-0.275
- c1csc(Cc2nn3c(-c4n[nH]c5c4CCC5)nnc3s2)c1
  1.21	20.0	1	-0.1	0.1	10.1	-20.0	100.0	95.2	.
- CCOC(=O)c1ccccc1NC(=O)CSc1nnc(C(C)C)n1CC
  1.11	-7.4	1	0.1	1.6	5.0	7.4	98.5	98.4	-0.453
- Cc1onc(CO)c1C(=O)Nc1nccs1
  1.33	2.4	1	-3.4	-10.4	1.6	-2.4	109.6	102.8	-0.0872
- CCN1CCN(C(c2ccc(OC)cc2)C(O)C(=O)c2c[nH]c3ccccc23)CC1 (configuration not stated)
  0.92	7.8	1.1	-7.8	-2.1	-20.4	-7.8	101.9	123.1	0.742
- O=C1N=C2SCCN2/C1=C\c1ccccc1Cl
  1.34	-1.1	1.1	-5.5	20.8	5.0	1.1	81.0	100.8	.
- O=C(C1CCCO1)N1CCC(c2nc3ccccc3[nH]2)CC1 (configuration not stated)
  1.02	-16.4	1	-3.6	-2.5	-4.1	16.4	102.3	107.2	.
- Cc1cc(N=Cc2c(O)n(-c3ccc(C)c(C)c3)c(=O)c3ccccc23)no1
  1.1	-38.5	1	-4.0	8.0	19.8	38.5	93.0	83.7	0.000803
- COC(=O)c1ccc(OC(=O)CCN2c3ccccc3Sc3ccccc32)cc1
  0.95	-3.6	1.1	-5.6	-2.9	8.7	3.6	102.6	96.9	.
- CCN(CC(=O)Nc1cccc(OC)c1)c1ncnc2sc(C)c(C)c12
  1.41	2.9	1.1	-13.1	7.9	15.0	-2.9	92.9	88.2	-0.889
- N#Cc1cccc(NC(=O)COC(=O)c2ccccc2C(=O)c2ccc(Cl)c([N+](=O)[O-])c2)c1
  1.21	-12.2	1	2.8	13.7	-3.2	12.2	89.1	100.5	1.17
- CCOC(=O)c1cc2sccc2n1CC(=O)N1CCc2ccccc21
  0.97	-12.3	1.1	-5.9	8.4	7.3	12.3	92.3	97.2	0.611
- O=C1c2ccccc2C(=O)N1OCc1c(F)cccc1Cl
  0.97	1.1	0.9	10.8	-18.5	11.3	-1.1	114.8	95.5	-0.151
- COc1ccc(CNC(=O)C(c2ccc(C)o2)N(C(=O)c2csnn2)c2ccc(C(C)C)cc2)cc1 (configuration not stated)
  0.59	3.5	1	-4.5	6.4	-5.1	-3.5	94.1	104.5	-2.71
- Cc1ccccc1NC(=O)NC1(C(=O)N2CCOCC2)CCCCC1
  1.07	-4.2	1.1	-7.2	0.0	9.4	4.2	98.1	94.8	0.443
- O=C(CN1CCN(S(=O)(=O)c2ccc(Cl)cc2)CC1)Nc1ccc2c(c1)OCCO2
  0.96	6.2	1.1	-6.6	-5.5	0.0	-6.2	105.0	104.5	.

More entries follow:
Under each structure: NF-kB expr up	APP 5'UTR act	FLuc act counter	FLuc inhib CS	STAT1 blocker	STAT3 inh	APP transl inh	STAT1 act	STAT3 activator	ROMK primary
- CCSc1nnc(NC(=O)CN(C)S(=O)(=O)c2ccc(F)cc2)s1
  0.89	1.1	1	-3.0	5.0	11.1	-1.1	95.4	95.5	.
- CC(C)(C)NS(=O)(=O)c1ccc(CCC(=O)NCc2ccc3c(c2)OCO3)cc1
  1.3	-2.5	1	0.6	7.3	7.1	2.5	93.2	95.0	.
- COc1ccc(OC)c(NC(=O)CNC(=O)c2cccs2)c1
  1.12	-2.5	1.1	-9.9	-6.4	1.5	2.5	106.7	98.7	2.03
- COc1cccc(-n2nnc3c(=O)n(Cc4ccc(C)cc4)cnc32)c1
  1.01	-4.7	1	-2.3	5.9	21.1	4.7	94.6	84.8	0.0203
- CCOC(=O)N1CCC(NC(=O)c2cc3ccccn3n2)CC1
  1.29	9.4	1.1	-7.2	3.1	6.9	-9.4	97.2	98.3	.
- CC(C)(C)NC(=O)CN(C(=O)CS(=O)CC(=O)Nc1ccc(F)cc1)c1ccccc1F (configuration not stated)
  1.34	-0.1	1.1	-6.1	13.9	3.7	0.1	85.3	103.0	0.352
- CCOC(=O)c1ccc(-c2ccc(/C=C(\C#N)C(=O)NCC3CCCO3)o2)cc1 (configuration not stated)
  1.02	-9.0	1	-1.1	-3.9	-38.5	9.0	103.5	135.5*	.
- CCC(C)Nc1ncnc2c1cnn2Cc1ccc(Cl)cc1 (configuration not stated)
  0.48	2.9	1	-0.5	-1.7	12.4	-2.9	101.5	93.8	.
- Cc1cc(NC(=O)C2CC(c3ccc(F)cc3)=NO2)n(-c2ccccc2)n1 (configuration not stated)
  0.95	-1.0	1.1	-7.6	7.9	21.9	1.0	92.9	86.0	.
- O=C1COc2ccc(C(=O)COC(=O)Cn3cnc4ccccc43)cc2N1
  1.04	-7.5	1	-2.2	-4.8	10.5	7.5	105.1	96.3	.
- O=c1c2c3c(sc2nc2sc(C4CC4)nn12)CCCC3
  3.07	18.4	0.9	14.9	-28.0	-22.7	-18.4	125.8	121.3	0.554
- CN(C)c1ccc(N=C/C=C2/N(C)c3ccccc3C2(C)C)cc1
  0.6	163.7*	1	2.6	-80.2	24.4	-163.7	172.7*	82.3	.
- CCOC(=O)C1=C(C)NC(C)=C(C(=O)OCC)C1
  1.01	-8.3	1.1	-5.2	2.2	3.8	8.3	102.5	100.0	-0.213
- CCOc1ccc(-n2cc(-c3ccc(OC)c(OC)c3)[nH]c2=S)cc1
  1	12.4	0.9	6.4	8.1	19.8	-12.4	91.3	89.3	0.656
- CC1CCCCC12NC(=O)N(CC(=O)NC(=O)NCc1ccco1)C2=O (configuration not stated)
  1.35	7.7	1	-2.1	8.2	-3.7	-7.7	92.4	103.3	0.364
- O=C(CCN1C(=O)c2ccncc2C1=O)Nc1ccc2c(c1)OCCO2
  1.01	-6.2	1.1	-6.5	-10.3	7.7	6.2	111.1	97.2	0.386

Bioassay records from PubChem.
